Source: PubChem (Broad Institute)
FN deposit inh: fibronectin deposition inhibition; inhibition, % at 12.6 µM; AH1F fibroblasts, Alexa488-fibronectin deposition fluorescence, overnight; AID 743247; 0.086% of 350,000 active;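 active means mean inhibition across replicates of 30% or more, regardless of how many single replicates reach that level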;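 further: positive control wells lacked labelled fibronectin entirely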
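Assay system: AH1F fibroblast monolayer, labelled fibronectin deposition. Amount: 10000 cells per well. Also added: labelled fibronectin 24 nM. Compound: single-point pinned compound. Incubation: cell attachment 1 h, compound and FN exposure overnight. Detection: fluorescence after three HBSS washes, excitation 485 nm, emission 525 nm. Read-out: inhibition of fibronectin deposition signal.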
LGR2 antag: Drosophila LGR2 receptor signaling inhibition | 0.35% of 380,000 active | inhibition, % at 9.99 µM | HEK293 LGR2, CRE-luciferase, bursicon-stimulated, 4 h;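 active means drop in luminescence signal, shown as inhibition above about 50% in the replicate tests, limit read from the data, passing the limit was not always enough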;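 further: agonist challenge used bursicon conditioned medium at about half maximal strength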
S100A4 MyoIIA: blocks human S100A4 binding to myosin IIA peptide; inhibition, % at 10.7 µM; 0.14% of 360,000 active; P26447; AID 652163; S100A4/TAMRA-MyoIIA peptide fluorescence polarization;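 active means mean inhibition of at least 70% across replicates, with every replicate also reaching that level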
Target sequence (P26447 whole entry, looked up): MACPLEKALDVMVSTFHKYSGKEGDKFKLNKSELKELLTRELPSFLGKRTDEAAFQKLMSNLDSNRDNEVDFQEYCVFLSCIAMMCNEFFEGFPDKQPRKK
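Test system: S100A4 monomer protein. Medium: HEPES buffer with Ca2+, pH 7.2. Reagent: fluorescent myosin IIA peptide, 5 nM. Compound dosing: single-point compound testing. Timing: 5 min between mix addition and reading. Benchmarks: DMSO neutral and TFP positive wells.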
PAX8 reporter: lowers PAX8-driven luciferase in RMG-I cells; inhibition, % at 12.6 µM; 1.2% of 360,000 active; RMG-I TPO-luciferase reporter, SteadyGlo, 24 h;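 active means mean replicate inhibition at least 60% with every replicate also reaching 60%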;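 further: luciferase light reporting Pax8 driven TPO promoter activity; plate controls were median of neutral control wells for no effect and mitoxantrone controls for full effect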
PglD DTNB: PglD (C. jejuni) enzyme inhibition; purified PglD enzyme, DTNB colorimetric CoA detection; inhibition, % at 12.5 µM; 0.098% of 360,000 active; AID 602405; in the data active means inhibition above about 16%, passing the limit was not always enough; further: strong numbers were not always called active
PGC1a acetyl inh: modulators of PGC1a acetylation; U2OS PGC1a acetylation, AlphaScreen anti-acetyl-lysine; with virally co-expressed GCN5 acetyltransferase; inhibition, % at 15.6 µM; 0.17% of 350,000 active;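 active means every replicate shows inhibition of at least 40%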;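 further: 0% = neutral control wells and 100% = positive control wells; some results beyond the cut were filed as inactive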
EWS-Fli inh: blocks EWS/Fli oncoprotein-driven transcription; AID 651661; inhibition, % at 12.6 µM; A673 NR0B1-luciferase reporter, viability-normalised; 0.67% of 350,000 active;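 active means mean inhibition of at least 50% after viability correction, with every replicate also passing that limit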;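 further: firefly luciferase signal divided by Alamar Blue viability fluorescence both relative to DMSO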
ERAP1 HTS inh: blocks human ERAP1 aminopeptidase activity | Q9NZ08 | recombinant ERAP1, Leu-AMC fluorescence, 60 min | inhibition, % at 10.7 µM | 0.15% of 340,000 active;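 active means mean replicate inhibition of at least 30%, or all replicates individually reaching that 30% level; inactive means mean below 30% and not every replicate reaching it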;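 further: 0% = neutral control wells and 100% = L-leucinethiol positive control wells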
Target sequence (Q9NZ08 whole entry, looked up): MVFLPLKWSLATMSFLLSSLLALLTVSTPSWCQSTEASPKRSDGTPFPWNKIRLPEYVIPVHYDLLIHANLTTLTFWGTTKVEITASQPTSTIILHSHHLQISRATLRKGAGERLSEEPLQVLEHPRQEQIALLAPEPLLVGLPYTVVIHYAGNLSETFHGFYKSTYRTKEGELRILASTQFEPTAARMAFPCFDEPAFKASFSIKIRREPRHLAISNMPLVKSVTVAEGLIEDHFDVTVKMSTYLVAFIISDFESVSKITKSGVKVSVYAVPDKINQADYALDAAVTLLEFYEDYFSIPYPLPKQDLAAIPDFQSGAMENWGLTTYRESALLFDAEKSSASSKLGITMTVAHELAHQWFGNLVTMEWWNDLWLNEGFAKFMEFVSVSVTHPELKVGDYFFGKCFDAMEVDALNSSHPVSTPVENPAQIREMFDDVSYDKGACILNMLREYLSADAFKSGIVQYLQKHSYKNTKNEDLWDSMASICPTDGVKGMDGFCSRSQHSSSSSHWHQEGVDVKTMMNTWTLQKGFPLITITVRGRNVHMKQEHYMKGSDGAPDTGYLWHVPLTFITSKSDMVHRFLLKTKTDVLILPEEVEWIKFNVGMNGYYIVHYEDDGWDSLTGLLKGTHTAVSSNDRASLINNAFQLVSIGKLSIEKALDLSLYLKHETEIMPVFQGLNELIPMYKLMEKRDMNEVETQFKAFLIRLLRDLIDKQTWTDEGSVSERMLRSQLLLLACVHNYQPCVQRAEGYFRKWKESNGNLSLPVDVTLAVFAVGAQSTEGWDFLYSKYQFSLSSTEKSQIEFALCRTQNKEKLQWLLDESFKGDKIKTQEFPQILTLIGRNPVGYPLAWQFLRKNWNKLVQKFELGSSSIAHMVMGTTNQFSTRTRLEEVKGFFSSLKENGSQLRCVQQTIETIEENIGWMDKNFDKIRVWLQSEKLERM
* = called active by the depositor; . = not tested or not shown; & = joins results of further samples. Rows were taken by chance. About 2.1% of those tested had a hit in this group.

Fields: EWS-Fli inh	LGR2 antag	ERAP1 HTS inh	PglD DTNB	S100A4 MyoIIA	PAX8 reporter	PGC1a acetyl inh	FN deposit inh
1) COc1ccc(S(=O)(=O)Nc2ccc3c(c2)C(=O)N([C@H](C)CO)C[C@H](C)[C@H](CN(C)Cc2ccc4c(c2)OCO4)OCCCC[C@@H](C)O3)cc1
→ 1	-18	-4	2	-2	-8	13	5
2) CCOC(=O)C1CCN(C(=O)c2cc3ccc(OC)cc3[nH]2)CC1
→ -70	-66	-2	1	-1	-68	5	7
3) COc1ccc(OCC(=O)OCC(=O)Nc2cc(S(=O)(=O)N3CCOCC3)ccc2Cl)cc1
→ 3	0	0	-4	-1	-12	-3	-6
4) COC(=O)c1c(C)oc2ccc(N(C(C)=O)S(=O)(=O)c3ccccc3)cc12
→ -15	5	1	2	4	36	.	0
5) Cn1cc(S(=O)(=O)N2CCC(Cc3ccccc3)CC2)c(=O)n(C)c1=O
→ 3	0	8	-1	0	-13	.	-2
6) O=C(NCCOC(=O)C1COc2ccccc2O1)C1COc2ccccc2O1 (stereo unspecified)
→ .	.	.	3	.	23	-17	-2
7) CC(=O)OCC(=O)Nc1ccc(N=Nc2ccccc2)cc1
→ -75	-22	-3	.	1	35	.	-3
8) C[C@H]1CN([C@@H](C)CO)C(=O)Cc2cc(NC(=O)Nc3ccc4c(c3)OCO4)ccc2O[C@H]1CN(C)C(=O)NC1CCCCC1
→ 3	6	-2	-2	6	7	7	.
9) CC12CN3CCN(CC(C3)/C1=N/NC(=O)Nc1ccccc1)C2
→ 4	-10	13	.	-8	2	.	0
10) Cc1cc(=O)oc2cc(NC(=S)NCc3cccnc3)ccc12
→ -1	15	-5	-5	2	-8	-10	-15
11) Cc1nc2ccc(S(=O)(=O)Nc3cccc(-c4nc5cccnc5s4)c3)cc2s1
→ -10	1	-2	0	1	0	9	-4
12) Cc1ccc(C(=O)N/C(=C\c2ccc(Br)cc2)c2nc(=S)[nH][nH]2)cc1
→ 27	10	3	3	7	.	-5	.
13) COc1ccc(NC(=O)N(C)C[C@@H]2OCCCC[C@H](C)Oc3ccc(NC(=O)NC(C)C)cc3C(=O)N([C@@H](C)CO)C[C@@H]2C)cc1
→ -5	14	3	1	0	0	-11	.
14) Cc1noc(C)c1NC(=O)N(C)C[C@@H]1Oc2ccc(NS(=O)(=O)c3ccc(F)cc3)cc2C(=O)N([C@@H](C)CO)C[C@@H]1C
→ -4	-1	1	2	3	.	14	.
15) COc1ccccc1NC(=O)COc1cccc(-n2cnnn2)c1
→ .	.	.	-4	.	10	-2	8
16) CCCc1nc2cc(C)c(Br)c(C)n2c1Cc1ccc(OC)cc1C
→ 7	0	1	.	4	25	.	0
17) C=C(C)CNC(=S)NNC(=O)CCn1c2ccccc2c2ccccc21
→ .	9	.	-10	.	4	-4	.
18) O=C(C[C@@H]1CC[C@H]2[C@@H](COC[C@@H](O)CN2C(=O)c2ccncc2)O1)NC1Cc2ccccc2C1
→ 7	-13	3	0	1	9	2	-17
19) CCS(=O)(=O)NCCCc1ccccc1
→ .	.	.	4	.	-128	11	3
20) COc1ccc(Cc2c(O)nc(SCC(=O)NC(C)(C)C)[nH]c2=O)cc1
→ -3	4	-1	.	2	-9	9	2
21) COc1ccc(S(=O)(=O)NCC(c2ccc(F)cc2)N2CCOCC2)cc1Br (stereo unspecified)
→ -2	9	-1	2	-7	-44	.	2
22) O=C(OCN1C(=O)c2ccccc2C1=O)c1cccc(OC(F)F)c1
→ 10	4	0	1	-2	-20	0	2
23) C[C@H](CO)N1C[C@H](C)[C@H](CN(C)C(=O)Nc2ccc(F)cc2)Oc2cc(-c3ccc(F)cc3)ccc2S1(=O)=O
→ 5	3	.	.	.	.	-6	16
24) O=C(O)CCCC(=O)N1CCCC1
→ -1	27	5	.	-1	-3	8	4
25) CC(C)NC(=O)C(c1ccc(F)cc1)N(C(=O)CCC(=O)Nc1ccccn1)C1CCCC1 (stereo unspecified)
→ 4	-7	1	-4	3	2	.	-3
26) COc1cccc(-c2n[nH]nc2C2=CC(=O)CC(C)(C)C2)c1
→ 15	-8	1	-3	9	4	-9	-2
27) OCC[C@@H]1C[C@H](O)[C@@H](O)[C@@]2(OCCCc3ccccc32)O1
→ -7	-1	-3	3	27	-10	7	-1
28) CN(C)C(=O)c1cccc(-c2ccc3c(c2)[C@H]2[C@H](CCN2C(=O)c2cccnc2)[C@H](CO)N3)c1
→ -1	-18	.	-1	.	-4	-7	1
29) Cc1cc(C)nc(NC(C)(C)C(=O)O)n1
→ 9	2	1	.	0	-10	.	-13
30) CCOC(=O)C1(C)CCCN1C(=O)c1snnc1C (stereo unspecified)
→ 3	-1	7	-9	1	-16	8	-13
31) Cc1ccc(N=Cc2c(O)c3ccccc3oc2=O)c(C)c1
→ -14	.	1	1	1	-113	.	-5
32) O=C(CN1CCCC1)Nc1ccc(Br)cc1
→ -15	0	0	.	-16	-18	0	-3
33) FC(F)(F)c1cnc(Oc2ccccc2-c2nnco2)c(Cl)c1
→ .	1	1	-7	-1	.	.	.
34) COc1ccc(OCc2nnc3n2N=C(c2ccccc2)C(CC(=O)O)S3)cc1 (stereo unspecified)
→ 10	3	-1	-10	0	8	-8	-9
35) O=C(N[C@H](C(=O)N1CCC[C@H]1C(=O)NCCc1ccccc1Cl)c1ccccc1)c1cccs1
→ -3	-1	6	.	-5	3	.	2
36) COC(=O)c1cccc(C23CC4(C2)[C@H](CN(C)[C@@H]4c2ccccc2)C3c2ccc(C(F)(F)F)cc2)c1 (stereo partly specified)
→ -2	-6	-3	-2	2	3	1	-7
37) CCOc1cccc2cc(C(=O)NCc3ccc(F)cc3)c(=N)oc12
→ .	-13	-5	-1	-2	14	.	.
38) C[C@@H]1CN([C@H](C)CO)C(=O)c2cc(-c3ccccc3F)cnc2O[C@@H]1CN(C)Cc1ccc(F)cc1
→ -8	3	-2	0	7	.	-3	-4
39) CC(C)c1ccc(C(=O)N2CCCC(c3cc(C(=O)NCc4ccccc4)no3)C2)cc1 (stereo unspecified)
→ 0	4	-1	-1	7	16	3	4
40) Cc1ccc(N2C(=O)C3C(C(=O)c4ccccc4)=NN(c4ccccc4)C3C2=O)cc1 (stereo unspecified)
→ 13	.	1	-8	-2	5	-11	-3
41) Cc1ccc2c(c1)N(CCC(=O)NC1CCCCC1)C(=O)CO2
→ 0	0	-2	1	-2	-5	-4	5
42) C[C@@H]1CN([C@H](C)CO)C(=O)c2cc(C#Cc3ccccc3)cnc2O[C@H]1CN(C)C(=O)CCN1CCCCC1
→ -5	6	-1	4	-18	.	4	.
43) CC1=C(C(=O)OC(C)C)C(c2ccc(Cl)cc2)n2c(s/c(=C\c3ccc(OCC(=O)O)cc3)c2=O)=N1 (stereo unspecified)
→ 2	-4	3	19	-5	18	.	-12
44) O=C(c1cc2c(=O)n3ccccc3nc2s1)N1CCN(Cc2ccc3c(c2)OCO3)CC1
→ 3	.	-45	.	1	9	7	-21
45) O=S1(=O)CC(N2CCN(Cc3ccccc3F)CC2)CN1Cc1cn(Cc2cccc(Cl)c2)nn1 (stereo unspecified)
→ -3	-1	.	.	1	15	.	4
46) CC(C)NC(=O)N(C)C[C@@H]1Oc2ccc(NC(=O)Nc3ccc4c(c3)OCO4)cc2C(=O)N([C@@H](C)CO)C[C@@H]1C
→ -9	-8	-2	-3	0	.	-11	.
47) Cc1cc2[nH]c(=O)c(=O)[nH]c2cc1S(=O)(=O)N1CCN(c2ccccc2F)CC1
→ -19	11	1	2	-1	-7	-4	-6
48) CSc1nc2nc3c(cc2c(=O)n1-c1ccccc1C)COC(C)(C)C3
→ 3	-7	.	-1	-14	6	4	5
49) Cc1ccc(S(=O)(=O)N(C)C[C@H]2Oc3ccc(NC(=O)NC(C)C)cc3CC(=O)N([C@@H](C)CO)C[C@@H]2C)cc1
→ 13	-7	4	-3	-5	21	6	.
50) COc1ccc(NC(=O)N2CC(=O)N3[C@H](CO)[C@H](c4ccc(/C=C/c5ccccc5)cc4)[C@H]3C2)cc1
→ 14	0	1	.	7	32	-11	.

More records follow:
Fields: EWS-Fli inh	LGR2 antag	ERAP1 HTS inh	PglD DTNB	S100A4 MyoIIA	PAX8 reporter	PGC1a acetyl inh	FN deposit inh
51) C[C@H](CO)N1C[C@H](C)[C@@H](CN(C)S(=O)(=O)c2cn(C)cn2)Oc2ccc(NC(=O)Cc3ccccc3)cc2C1=O
→ -12&-3	-2&-3	4	0&2	-4&14	-4	-8	-15&0
52) COc1ccc(CCNC(=O)c2cc(-c3ccccc3)c(N3CCOCC3)s2)cc1OC
→ 7	-5	1	-4	10	-11	-10	-6
53) COc1ccc(NCCc2ccccn2)cc1
→ -48	10	-1	4	-5	-29	6	-14
54) O=S(=O)(Nc1ccc2[nH]ncc2c1)c1ccccc1Cl
→ -3	18	5	1	-7	-6	.	9
55) CNc1nc(N)c([N+](=O)[O-])c(N2CCCCCC2)n1
→ -7	-4	-2	.	-3	-5	.	2
56) C#CCOC(=O)c1csc2nnsc12
→ .	-15	1	3	-2	.	6	19
57) CC(C)CC#Cc1ccc([C@@H]2[C@H]3CN(C(=O)NC4CCCCC4)CC(=O)N3[C@H]2CO)cc1
→ -5	23	0	.	3	-10	-4	.
58) C[C@@H]1CN([C@@H](C)CO)C(=O)Cc2cc(NS(=O)(=O)c3ccc(F)cc3)ccc2O[C@H]1CN(C)S(C)(=O)=O
→ 3	1	6	0	-10	-7	11	-2
59) C[C@H]1CN([C@@H](C)CO)C(=O)c2cc(C#CC3CCCC3)cnc2O[C@@H]1CN(C)C(=O)Nc1ccccc1
→ -7	11	1	-1	2	-7	-8	2
60) CCCCN(C(=O)C1COc2ccccc2O1)c1c(N)n(CCC)c(=O)[nH]c1=O (stereo unspecified)
→ 3	0	-2	3	-4	-5	-3	-2
61) CCCOC(=O)c1cccc(NC(=O)c2cccnc2)c1
→ .	.	.	-1	.	-8	-1	-3

Random excerpt: 4 entries already listed
Fields: EWS-Fli inh	LGR2 antag	ERAP1 HTS inh	PglD DTNB	S100A4 MyoIIA	PAX8 reporter	PGC1a acetyl inh	FN deposit inh
61) CCCOC(=O)c1cccc(NC(=O)c2cccnc2)c1
→ .	.	.	-1	.	-8	-1	-3
60) CCCCN(C(=O)C1COc2ccccc2O1)c1c(N)n(CCC)c(=O)[nH]c1=O (stereo unspecified)
→ 3	0	-2	3	-4	-5	-3	-2
53) COc1ccc(NCCc2ccccn2)cc1
→ -48	10	-1	4	-5	-29	6	-14
51) C[C@H](CO)N1C[C@H](C)[C@@H](CN(C)S(=O)(=O)c2cn(C)cn2)Oc2ccc(NC(=O)Cc3ccccc3)cc2C1=O
→ -12&-3	-2&-3	4	0&2	-4&14	-4	-8	-15&0
